KDM5B inh = blocks human KDM5B histone demethylase activity. KDM5B demethylase, FDH-coupled NADH fluorescence (FDH is formaldehyde dehydrogenase). Potency, µM (titrated, usually from 57.7 µM), inactives show top-dose activity change, negative = inhibition, most hits filed as inhibitors. AID 1347165. 2.6% of 220,000 active. Q9UGL1; active = well fitted inhibition curve with a large enough effect; inconclusive = small, poorly fitted or top-dose-only effect; inactive = no such curve, though single readings can be large or run the other way; also: 0% is about no effect; nearly all actives have a fitted effect of over 70% in size
Target sequence (Q9UGL1 whole entry, looked up): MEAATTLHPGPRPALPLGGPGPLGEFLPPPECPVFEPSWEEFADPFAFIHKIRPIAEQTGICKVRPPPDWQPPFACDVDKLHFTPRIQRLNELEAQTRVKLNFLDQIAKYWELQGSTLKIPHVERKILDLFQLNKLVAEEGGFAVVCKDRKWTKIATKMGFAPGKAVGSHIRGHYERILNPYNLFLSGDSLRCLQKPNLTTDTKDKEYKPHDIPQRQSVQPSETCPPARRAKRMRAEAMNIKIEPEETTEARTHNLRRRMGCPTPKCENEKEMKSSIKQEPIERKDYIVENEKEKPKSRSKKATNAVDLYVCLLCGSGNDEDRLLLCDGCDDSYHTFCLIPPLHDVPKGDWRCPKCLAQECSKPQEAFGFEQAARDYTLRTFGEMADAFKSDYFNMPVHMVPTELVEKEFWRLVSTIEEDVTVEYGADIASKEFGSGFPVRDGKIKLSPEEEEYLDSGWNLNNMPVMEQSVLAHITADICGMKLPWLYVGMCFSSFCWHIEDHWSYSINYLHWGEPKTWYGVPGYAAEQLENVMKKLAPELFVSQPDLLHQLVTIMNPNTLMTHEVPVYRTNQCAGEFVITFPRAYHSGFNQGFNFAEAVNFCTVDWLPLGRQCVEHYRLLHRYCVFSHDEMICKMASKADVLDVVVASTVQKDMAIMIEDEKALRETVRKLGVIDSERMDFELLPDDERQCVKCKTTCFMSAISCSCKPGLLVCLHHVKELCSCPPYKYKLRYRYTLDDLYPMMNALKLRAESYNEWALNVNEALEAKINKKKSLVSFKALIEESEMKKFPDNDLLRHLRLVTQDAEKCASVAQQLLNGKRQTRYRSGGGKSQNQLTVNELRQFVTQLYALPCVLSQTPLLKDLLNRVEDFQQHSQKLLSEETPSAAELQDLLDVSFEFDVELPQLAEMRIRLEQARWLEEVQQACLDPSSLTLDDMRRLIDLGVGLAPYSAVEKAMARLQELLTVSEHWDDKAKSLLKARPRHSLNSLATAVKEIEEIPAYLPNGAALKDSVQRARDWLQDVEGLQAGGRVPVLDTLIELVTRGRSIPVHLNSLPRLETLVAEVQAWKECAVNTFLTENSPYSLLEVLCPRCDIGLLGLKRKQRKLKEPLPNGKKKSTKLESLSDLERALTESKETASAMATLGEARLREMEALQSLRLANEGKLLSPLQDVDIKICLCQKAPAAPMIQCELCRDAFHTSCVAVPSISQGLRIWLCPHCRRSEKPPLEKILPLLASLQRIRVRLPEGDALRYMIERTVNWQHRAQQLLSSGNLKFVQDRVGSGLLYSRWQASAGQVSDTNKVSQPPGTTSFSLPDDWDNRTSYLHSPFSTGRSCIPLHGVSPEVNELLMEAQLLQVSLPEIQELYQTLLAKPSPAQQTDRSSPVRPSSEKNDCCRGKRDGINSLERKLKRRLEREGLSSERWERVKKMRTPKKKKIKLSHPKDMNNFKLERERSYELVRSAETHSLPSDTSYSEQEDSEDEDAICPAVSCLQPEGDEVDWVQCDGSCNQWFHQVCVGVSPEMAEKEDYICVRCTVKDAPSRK
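Inhibition is measured as reduced NADH fluorescence generation from FDH coupling to formaldehyde release. Truncated KDM5BΔAP at 200 nM final acts on H3K4me3 peptide (12.5 µM in substrate mix) in pH 7.5 HEPES buffer with Tween-20, 30 min, room temperature.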
Active calls of the source: *; ? = inconclusive; [ ] = another dose, or the depositor's remark. Potency is read from the fitted curve at half-maximal effect.

SMILES | KDM5B inh
CC(C)(C)OC(=O)N1CCC(c2c(C(=O)N3CCN(c4cccc(Cl)c4)CC3)cnn2-c2cccc(Cl)c2)CC1 | 7%
CC(C)NC(=O)c1cccc(Cl)c1 | 18%
NC(=O)CCS(=O)(=O)CCN1CCCC1c1cccc(F)c1 (configuration not stated) | ?
COc1cccc(CNC(=O)CSC2=NC3(CCCCC3)N=C2c2cccs2)c1 | 5%
Cc1cccc(OCc2nc(C)c(C(=O)Nc3cc(C)ccc3C)s2)c1 | 19%
O=C1CCCc2cc(S(=O)(=O)N3CCCC(C(=O)N4CCOCC4)C3)ccc2N1 (configuration not stated) | 11%
CCOc1ccccc1NC(=O)Cn1c(N2CCc3ccccc3C2)nc(C)cc1=O | ?
COCCNC(=O)C(NC(=O)c1ccc(C)cc1)C1CCN(C(=O)c2ccc(Cl)cc2)CC1 (configuration not stated) | -12%
CC(C)(Oc1nn(Cc2cccc(Cl)c2)c2ccccc12)C(=O)Nc1cccnc1 | -31%[86.2 µM]
CCOCCn1c(N2CCN(Cc3cccc(C)c3)CC2)nc2c1c(=O)[nH]c(=O)n2C | 18%
CC(C)NC(=O)NCc1nnc2n1C(C(=O)NCc1cccnc1)CC2 (configuration not stated) | 15%[115 µM]
CN(C)c1cccc(-c2cc3c(cn2)CN(Cc2cccnc2)CCN3)c1 | -30%[86.2 µM]
O=C(Cc1ccc(F)cc1)N1CCC2(CC1)N=C(c1ccccc1)NO2 | -20%
Cc1ccc(C)c(-c2nn(CC(=O)N3CCCCC3)c(=O)c3ccccc23)c1 | -13%
COc1ccc(C(=O)N2CCC3(CC2)NC(=O)N(c2cccc(F)c2)N3)c(OC)c1 | -16%
CCOc1ccc(-c2nc(NC(=O)c3cc(OC)c(OC)c(OC)c3)sc2C)cc1 | 5%
O=C(Nc1cccc2cccnc12)c1cccc(C(=O)Nc2cccc3cccnc23)c1 | 13%
O=C1[C@@H]2C[C@@H](CN2CC2CC2)Oc2ccccc2N1Cc1ccccn1 | ?
CCOc1c(Br)cc(/C=C/C(=O)c2cccc(OC)c2)cc1OC | 9%
CC(=O)Nc1ccc(NC(=O)Cn2ccn3nc(-c4ccccc4)c(CO)c3c2=O)cc1 | ?
COc1ccc(NC(=O)Cn2c(N3CCN(c4ccccc4)CC3)nc(C)cc2=O)cc1Cl | -17%
O=C(CSc1nc2cc(Cl)ccc2s1)NC(c1ccccc1)c1ccccc1 | 14%
CCCCC(=O)Nc1oc2c(C)cccc2c(=O)c1-c1ccc2c(c1)OCO2 | 13%
COc1ccc(C(=O)Oc2c(C)cccc2C)cc1I | 2%
COc1ccccc1/C=C/CN1CCn2nc(CO)cc2C1 | 28µM*
O=C(NCCc1noc(-c2ccccc2)n1)C1CCCCC1 | 31%[activator]
O=C1CO[C@H]2CN(Cc3c[nH]c4ccccc34)C[C@H]2N1Cc1ccccn1 | ?
CCOc1ccc(C2c3c(oc4ccc(C)cc4c3=O)C(=O)N2CCCN2CCOCC2)cc1 (configuration not stated) | ?
C[S+](=O)([O-])N1CCC(Cn2ccc3c(N4CCOCC4)nc(-c4cccc5[nH]ncc45)cc32)CC1 | 13µM*
CCOc1ccccc1CNC(=O)CN1CC2CC(C1)[C@H]1CCCC(=O)N1C2 (some centres not stated) | -12%
Cc1nc(N2CCC(C(=O)Nc3ccc(Br)cc3F)CC2)c2c(C)c(C)oc2n1 | 3%
CC(=O)Nc1ccc(CN(C)Cc2ccccc2C(F)(F)F)cc1 | 6%[86.2 µM]
Cc1cccc(C(=O)N2CCNC(=O)C2CC(=O)Nc2ccc(F)cc2)c1 (configuration not stated) | 12%
COC[C@@H]1[C@H](C(=O)N2CCN(c3cccc(C)c3)CC2)CCC(=O)N1C | -24%
COc1ccc(-c2cc(=O)c3cc(C)ccc3o2)cc1 | ?
COc1ccc(N=Nc2ccc(O)c(P(=O)(c3ccccc3)c3ccccc3)c2)cc1 | 12%
CCc1c(C(C)=O)oc2ccccc12 | 31%
CSc1nccc(-c2c(-c3ccc(Cl)cc3)noc2C)n1 | 6%
COc1cccc(N2CCN(C(=O)c3ccc(-c4ccccc4)cc3)CC2)c1 | -11%
O=C(CSc1nnc(-c2ccccn2)o1)Nc1ccccc1C(F)(F)F | 6%
Cc1cccc(NC(=O)N2CCCC(CN3CCOCC3)CC2)c1 (configuration not stated) | -5%
COCC(=O)N[C@@H]1CN(Cc2cccc(OC)n2)CC[C@@H]1CO | -28%
COc1cccc(CNC(=O)Cn2cccc2-c2nc(-c3ccc(F)cc3)no2)c1OC | 20%
O/N=C/c1cn(-c2ccccc2)nc1-c1ccc(-c2ccccc2)cc1 | -30%
O=C(NCCc1ccc(Cl)cc1)c1ccc(Cn2c(=O)[nH]c3ccccc3c2=O)cc1 | 1%
O=C1NCCN1C1CCN([S+](=O)([O-])c2cccc(C(F)(F)F)c2)CC1 | 28%[115 µM]
Cc1nc(C)c(Oc2cccc(C(F)(F)F)c2)c(=O)[nH]1 | 10%
Cc1cc2nc(C)c(=O)n(CCC(=O)NCCN3CCN(c4cccc(Cl)c4)CC3)c2cc1C | 3%
O=C(Nc1nc(-c2ccc(Cl)s2)cs1)C1CC1 | -4%
CN(CCO)C(=O)c1nc(-c2cccc3[nH]ccc23)no1 | -7%
O=C(Oc1c2c3c(noc3c3ccccc13)C(Oc1ccccc1)=CC2=O)c1cccc(F)c1 | 10%
O=C(c1ccccc1)C1OC1c1ccc(F)cc1 (configuration not stated) | -9%
C/C=C/C(=O)OC(C)C(=O)Nc1ccccc1SC (configuration not stated) | 24%
N#C/C(=C/c1ccccc1OCC(=O)O)C(=O)Nc1ccc(N2CCOCC2)cc1 | 1%
COc1ccccc1NC(=O)CSc1nc(-c2cccc(Cl)c2)nc2c1Cc1c(CO)cnc(C)c1O2 | -9%
Cc1cc2oc(C(=O)Nc3sc4c(c3C(=O)NCC3CCCO3)CCC4)cc(=O)c2cc1C (configuration not stated) | -15%
Cc1cc(C)c(C)c(S(=O)(=O)NCC(=O)NCC2CCCCC2)c1C | 20%
O=C(COc1ccccc1)Nc1ccc2oc(-c3cccc(Cl)c3)nc2c1 | 12%
Cc1ccc2c(c1)N(CC(=O)c1c(C)n(C)c3ccccc13)C(=O)CO2 | -7%
Oc1ccc2ccccc2c1CN(Cc1ccccc1)Cc1ccccc1 | ?
Continuation:
SMILES | KDM5B inh
Cc1[nH]c(=O)[nH]c(=O)c1Sc1ccccc1[N+](=O)[O-] | -10%
O=C(NCC1Cn2cccc2CN1Cc1ccccc1)c1cncc(Br)c1 (configuration not stated) | 28µM*
CCN1C(=O)C(O)(c2c[nH]c3ccccc23)c2cc(Br)ccc21 (configuration not stated) | 11%
O=C(c1ccc2c(c1)OCO2)N1C[C@@H](CO)[C@H](c2nc(C3CC3)no2)C1 | -16%
O=C(NC1CC(=O)N(c2cccc(F)c2)C1)c1ccc(S(=O)(=O)N2CCCCC2)cc1 (configuration not stated) | -12%
CC(=O)N/C(=C\c1ccccc1)C(=O)O | 12%
Cc1ccc(NC(=O)c2ccc(N3CC4CC(C3)[C@H]3CCCC(=O)N3C4)nc2)cc1 (some centres not stated) | 10%
COc1ccc(OCC(=O)N/N=C/c2ccc(O[C@@H]3O[C@H](CO)[C@@H](O)[C@H](O)[C@H]3O)cc2)cc1 | 16%
O=C(CN1CCC(c2nc3ccccc3s2)CC1)NCc1ccccc1Cl | 5%
CN(C)C[C@@H]1CN(c2ncccn2)C[C@H]1NC(=O)c1nn(C)c2ccccc12 | 32µM*
Nc1nccnc1C(=O)Nc1ccccn1 | ?
CCN1c2ccccc2S(=O)(=O)c2ccccc21 | 7%
CCc1nc(SCC(=O)Nc2ccccc2C(=O)OC)c2oc3ccccc3c2n1 | -13%
Cc1cccc(-c2noc([C@@H]3Cc4nc[nH]c4CN3C(=O)c3ccccc3C(=O)O)n2)c1 | -20%[86.2 µM]
CC(C)c1nc2ccccc2n1CC(O)COC1CCCCC1 (configuration not stated) | 13%
CCOc1ccccc1NC(=O)c1cccc(CN2CCCC2=O)c1 | 4%
CNC(=O)c1ccc(NC(=O)CN2CCc3cc(OC)c(OC)cc3C2c2cccs2)cc1 (configuration not stated) | 2%
COc1ccc(C(=O)N[C@@H]2CCC[C@@H]2C(=O)NCc2cc(OC)cc(OC)c2)cc1 | -7%
Cc1c(C)n(CC(C)C)c2ncn3nc(Cc4ccccc4)nc3c12 | -8%
O=C(COc1ccccc1)Nc1ccccc1C(=O)c1ccccc1 | 4%
COC(=O)C1=C(C)N(c2cccc(C)c2)C(=S)NC1c1ccc(-n2ccnc2)cc1 (configuration not stated) | -1%
O[C@@H]1C[C@@H](c2nc(-c3ccncc3)no2)N(Cc2cccs2)C1 | -29%[86.2 µM]
c1ccc(-c2cc3n(c2)CCc2ccccc2-3)cc1 | 3%
COCCn1c(C)c(C)c(S(=O)(=O)c2ccc(F)cc2)c1NC(=O)COC | -2%
S=C(NC1CCCCC1)N[C@H]1CO[C@H]2[C@@H]1OC[C@@H]2n1nnnc1Oc1ccc(-n2ccnc2)cc1 | -5%
COc1ccc(C(=O)N2CCC3(CC(C(C)C)=NO3)C2)cc1 (configuration not stated) | -10%[149 µM]
COC(=O)CNC(=O)c1nc(-c2cccc(C(F)(F)F)c2)c2ccccn12 | 14µM*
NC(=O)CCCc1nc(-c2ccccc2)no1 | 19%
CN1C(=O)CC[C@]2(C(=O)N3CCCCCC3)CCCC[C@@H]12 | 9%
Cc1ccc(NC(=O)c2ccco2)c(NC(=O)c2ccccc2C)c1 | -6%
CCc1ccc(NC2=NC(CC)CS2)cc1 (configuration not stated) | 18%
COc1ccc(-c2c(NC(=O)c3cccc([N+](=O)[O-])c3)oc3ccc(Cl)cc3c2=O)cc1OC | 15%
CCn1cc(S(=O)(=O)N2CCC(c3noc(COC)n3)C2)cn1 (configuration not stated) | 34%
Cn1cc(CC(=O)N2CCCc3ncc(C(=O)NCCc4ccccc4)cc32)c2ccccc21 | 3%
Cc1nnc([C@@H]2CC(F)(F)CN2S(=O)(=O)c2cccnc2)o1 | 13%
COc1ccc(Cn2c(SCc3cccc(OC)c3)nc3ccncc32)cc1 | 1%

2 entries from above, set out differently:
CCc1ccc(NC2=NC(CC)CS2)cc1 (configuration not stated)
  KDM5B inh: 18%

CCn1cc(S(=O)(=O)N2CCC(c3noc(COC)n3)C2)cn1 (configuration not stated)
  KDM5B inh: 34%

(further entries)
SMILES | KDM5B inh
OC1(CN2CCC(CCn3cccn3)CC2)CCNC1 (configuration not stated) | -18%
Cc1cc(=O)n(CC(=O)Nc2ccc(F)c(Cl)c2)c(N2CCOCC2)n1 | -5%
Cc1ncsc1C1N(C2CCN(C(=O)c3ccncc3)CC2)C(=O)C12CCCC2 (configuration not stated) | -9%
O=C(NCCc1ccccc1)C1CCN(Cc2cc3ccccc3n2Cc2cccc(Cl)c2)CC1 | ?
Cc1ccc(OCc2nc(C#N)c(NCc3ccccc3Cl)o2)cc1 | -20%
Cc1cc(C)cc(Nc2cc(C)nc3nc(-c4ccco4)nn23)c1 | -8%
CCCc1c(C)nc2c(C)cccc2c1SCCC(=O)O | 11%
COc1ccccc1OC1(C(=O)O)CCN(Cc2ccc(-c3ccn[nH]3)o2)CC1 | ?
O=C(c1ccc(F)cc1Cl)N1CCC2(CC1)NC(=O)N(c1ccccc1Cl)N2 | -32%
CCCc1cc(=O)oc2cc(OCC(=O)N(CC)CC)ccc12 | ?
CN1CCN(C(=O)[C@H]2C[C@@](C)(C(=O)O)N(C)[C@H]2c2ccc(Cl)cc2)CC1 | 20%
Cc1ccc(Cl)cc1NC(=O)C1CCN(C(=O)c2cnn(-c3ccccc3)c2-n2cccc2)CC1 | -8%

Looked up one by one from above:
SMILES | KDM5B inh
CCCc1c(C)nc2c(C)cccc2c1SCCC(=O)O | 11%
Cc1cccc(C(=O)N2CCNC(=O)C2CC(=O)Nc2ccc(F)cc2)c1 (configuration not stated) | 12%
O=C(Nc1nc(-c2ccc(Cl)s2)cs1)C1CC1 | -4%

Other results
SMILES | KDM5B inh
CN(C)Cc1ccc(CNC(=O)c2nn(-c3ccc(F)cc3)c3c2CCC3)cc1 | 4%
CCOc1cc(C)c(S(=O)(=O)N2CCCC2)cc1C(C)C | -12%
Cc1ccc(C)c(-c2cc(C(=O)O)c3cc(C)cc(C)c3n2)c1 | ?
Cc1cc(-c2ccc(C)c(S(=O)(=O)N(C(C)C)C3CCCCC3)c2)on1 | -11%
COc1cccc2sc(N(Cc3cccnc3)C(=O)C3CCCCC3)nc12 | -6%
Cc1ccc(NCC(O)Cn2c3ccccc3n3c(=O)cc(C)c(C#N)c23)cc1C (configuration not stated) | -14%
CN(Cc1nc(-c2cnccn2)no1)CC1CCN(Cc2ccccc2)CC1 | 23%
CN(C)CCN(Cc1ccccc1)S(=O)(=O)c1ccc2[nH]c(=O)ccc2c1 | ?

7 structures already listed, ordered by number of heavy atoms, low to high:
SMILES | KDM5B inh
CCOc1cc(C)c(S(=O)(=O)N2CCCC2)cc1C(C)C | -12%
Cc1ccc(C)c(-c2cc(C(=O)O)c3cc(C)cc(C)c3n2)c1 | ?
Cc1cc(-c2ccc(C)c(S(=O)(=O)N(C(C)C)C3CCCCC3)c2)on1 | -11%
COc1cccc2sc(N(Cc3cccnc3)C(=O)C3CCCCC3)nc12 | -6%
CN(Cc1nc(-c2cnccn2)no1)CC1CCN(Cc2ccccc2)CC1 | 23%
CN(C)Cc1ccc(CNC(=O)c2nn(-c3ccc(F)cc3)c3c2CCC3)cc1 | 4%
Cc1ccc(Cl)cc1NC(=O)C1CCN(C(=O)c2cnn(-c3ccccc3)c2-n2cccc2)CC1 | -8%

An excerpt; rates above refer to the full screens.
